STEP inh: STEP (human) phosphatase inhibition | P54829 | 360,000 tested, 0.25% active | inhibition, % at 20 µM | recombinant STEP, OMFP fluorogenic substrate, fluorescence | AID 588621;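 active means inhibition at 20 µM, scaled per plate between control wells, above about 37%, limit read from the data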;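 further: 0% = DMSO with enzyme and substrate and 100% = substrate only without enzyme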
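Test system: STEP tyrosine phosphatase / Reagent: OMFP at 25 µM / Doses: 20 µM, 1% DMSO / Read-out: percent inhibition scaled to no-enzyme and uninhibited-enzyme controls, plate-pattern corrected / Detection: FITC-channel fluorescence of OMFP product / Medium: Bis-Tris buffer pH 6.0, 2.5 mM DTT, 0.005% Tween 20 / Schedule: 20 min at room temperature, dark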
CSN deneddyl inh: CSN deneddylation inhibition; AID 651999; 360,000 tested, 0.38% active; inhibition, % at 12.5 µM; Purified CSN, SCF-Nedd8-OG deneddylation, fluorescence polarization; Q92905;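 active means pattern-corrected inhibition above about 35%, with an unprinted fluorescence ratio check between 0.5 and 1.5, limit read from the data, passing the limit was not always enough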;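 further: 0% = enzyme with substrate and 100% = substrate without enzyme; some results filed as inactive read as strong as hits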
Target sequence (Q92905 whole entry, looked up, one chain of several): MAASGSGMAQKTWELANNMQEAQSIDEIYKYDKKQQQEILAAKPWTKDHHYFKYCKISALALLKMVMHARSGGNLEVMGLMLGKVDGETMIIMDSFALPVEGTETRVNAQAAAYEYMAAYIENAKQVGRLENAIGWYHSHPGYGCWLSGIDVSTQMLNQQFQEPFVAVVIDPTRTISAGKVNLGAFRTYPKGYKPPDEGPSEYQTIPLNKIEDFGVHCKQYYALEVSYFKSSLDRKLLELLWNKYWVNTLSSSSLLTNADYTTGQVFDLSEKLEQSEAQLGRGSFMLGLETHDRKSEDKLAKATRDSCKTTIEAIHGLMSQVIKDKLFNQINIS
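Assay system: purified human Csn5 enzyme expressed in HEK293T cells; Input: 0.24 nM Csn5 enzyme, final concentration; Reagent: 10 nM SCFSkp2-Nedd8OG; Compound dosing: 12.5 µM single point; Times: reaction 90 min, room temperature; Technique: fluorescence polarization readout.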
Rpn11 inh: inhibitors of human proteasome Rpn11; O00487; human 26S proteasome, Ub4-pepOG fluorescence polarization; 20S core pre-blocked with epoxomicin; calls only at 20 µM; 360,000 tested, 0.59% active;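 active means inhibition at 20 µM, scaled to each plate's controls, above about 33%, limit read from the data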
Target sequence (O00487 whole entry, looked up): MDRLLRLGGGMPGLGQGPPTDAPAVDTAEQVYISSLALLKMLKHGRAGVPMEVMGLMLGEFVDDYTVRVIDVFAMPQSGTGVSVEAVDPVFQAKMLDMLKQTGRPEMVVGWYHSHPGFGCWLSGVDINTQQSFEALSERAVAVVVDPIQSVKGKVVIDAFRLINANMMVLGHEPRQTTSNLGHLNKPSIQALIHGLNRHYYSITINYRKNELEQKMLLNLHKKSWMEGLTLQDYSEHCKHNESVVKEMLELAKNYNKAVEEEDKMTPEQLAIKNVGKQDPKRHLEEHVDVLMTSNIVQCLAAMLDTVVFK
MsrA inh: bovine MsrA inhibition; purified bovine MsrA, absorbance read-out; inhibition, % at 15.5 µM; 360,000 tested, 0.75% active; AID 651718; in the data active means inhibition above about 4.5%;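 further: 0% = vehicle wells with enzyme and 100% = reference inhibitor wells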
DNMT1 inh: DNMT1 (human) enzyme inhibition | P26358 | DNMT1 molecular beacon, Hinp1I cleavage, fluorescence | inhibition (reported as % activation of signal), % at 10 µM | 360,000 tested, 0.83% active; in the data active means inhibition above about 50%
Tb MetRS inh: Trypanosoma brucei MetRS inhibition; 360,000 tested, 0.4% active; purified T. brucei MetRS, ATP depletion, Kinase-Glo luminescence; inhibition, % at 11.9 µM;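 active means inhibition above a per-plate cutoff of the control wells' mean inhibition plus 3 SD, cut at about 5.5% in these data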;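 further: 0% = DMSO wells median and 100% = median of wells with control inhibitor compound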
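Dosing: 11.9 µM single point; system: parasite MetRS enzyme; technique: luminescence of leftover ATP; times: 15 min enzyme-compound preincubation, 2 h reaction, 10 min detection, 25 °C; replicates: each compound tested once; read-out basis: percent inhibition relative to median high and low control wells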
SUMO1-SIM PPI: modulators of human SUMO1-mediated protein-protein interactions | P63165 | SUMO1 binding to a labelled peptide, TR-FRET, 1 h | inhibition, % at 20 µM | 360,000 tested, 0.33% active | AID 602429; in the data active means inhibition above about 37%
Target sequence (P63165 whole entry, looked up): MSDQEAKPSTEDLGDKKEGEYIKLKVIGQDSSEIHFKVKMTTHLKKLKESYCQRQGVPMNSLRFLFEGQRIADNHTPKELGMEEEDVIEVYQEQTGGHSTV
Scp1 inh: Scp-1 (human) phosphatase inhibition | Recombinant Scp1, phosphopeptide, malachite green phosphate absorbance | Q9GZU7 | 340,000 tested, 0.88% active | inhibition, % at 20 µM | AID 493091;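 active means inhibition above about 50% at 20 µM, limit read from the data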;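 further: plate controls were DMSO wells with enzyme for no effect and wells lacking enzyme for full effect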
Target sequence (Q9GZU7 76-261 limits assumed): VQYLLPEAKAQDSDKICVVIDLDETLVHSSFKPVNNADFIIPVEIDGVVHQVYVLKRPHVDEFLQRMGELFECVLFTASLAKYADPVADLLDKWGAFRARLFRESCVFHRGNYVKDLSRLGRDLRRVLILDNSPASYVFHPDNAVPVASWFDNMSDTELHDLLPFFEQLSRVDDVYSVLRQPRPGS
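Times: enzyme reaction 45 min at room temperature, colour 5 min, stabilisation 30 min. Material: SCP-1 catalytic fragment, aa 76-261. Medium: Acidic Tris acetate buffer with magnesium and detergent. Signal: colorimetric free-phosphate detection, absorbance 630 nm. Read-out basis: % inhibition of SCP-1 phosphate liberation. Reagent: Phosphorylated 17-residue peptide substrate.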
LMPTP block: LMPTP (human) inhibition | P24666 | AID 651560 | inhibition, % at 20 µM | 360,000 tested, 0.22% active | recombinant LMPTP-A, OMFP fluorogenic substrate, fluorescence intensity;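 active means compounds that cut the enzyme signal by at least half of the control window in the single-dose screen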;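 further: plate controls were DMSO wells with enzyme plus substrate for no effect and substrate without enzyme for full effect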
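Test system: LMPTP-A phosphatase enzyme; input: 0.625 nM LMPTP-A final; reagent: OMFP substrate, 400 µM final; compound dosing: 20 µM single dose, 3% DMSO; incubation: 50 min dark incubation at room temperature; measured by: endpoint fluorescence intensity from OMFP dephosphorylation; measure: % inhibition relative to no-enzyme and uninhibited control wells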
NadD block: NadD (S. aureus) enzyme inhibition. inhibition, % at 20 µM. purified NadD enzyme, colorimetric absorbance read-out. 360,000 tested, 0.78% active; in the data active means inhibition above about 26%; further: some compounds past the cut are filed as inactive
The depositor's hits bear a star; i = inactive; nt = no result given; + = active, no number. Hits appear at their usual frequency (roughly 3.9% active in at least one column).

SMILES	STEP inh	CSN deneddyl inh	Rpn11 inh	MsrA inh	DNMT1 inh	Tb MetRS inh	SUMO1-SIM PPI	Scp1 inh	LMPTP block	NadD block
O=C(C=Cc1cccc(Cl)c1)c1ccccc1	0	22	i	0.3	18	-0.2	3	-12	0.7	-2
COc1cc(C(=O)N2CCC(NC(=O)C(Cc3ccc(C)cc3)NC(C)=O)CC2)cc(OC)c1OC (centres undefined)	3	3	i	-0.2	2	-0.8	1	3	-2.8	13
CN1OC[C@@H]2CN(Cc3ccc(Cl)cc3)[C@H](c3ccc(N4CCCCC4)cc3)C[C@@H]21	0	3	i	1.0	-10	-1.2	3	nt	1.7	-6
CN(Cc1ccccc1)C(=O)c1cccc(NC(=O)Cc2cccc(NC(=O)C3CCN(C(=O)C4CC4)CC3)c2)c1	1	-1	i	-0.1	4	-2.5	0	4	-3.1	4
Cc1ccc(C2(C)NC(=O)N(CC(=O)Nc3cc(S(=O)(=O)N(C)C)ccc3C)C2=O)cc1 (centres undefined)	0	2	i	-0.6	0	-1.0	-2	-1	-1.1	3
Cc1nc(SCC(=O)N2CCC(C(N)=O)CC2)n[nH]1	-2	2	i	0.8	3	-0.6	0	2	0.5	-1
COc1ccccc1N(CC(=O)N1CCCCC1C)S(=O)(=O)c1ccc(Cl)cc1 (centres undefined)	-2	5	i	-1.2	4	-0.6	2	nt	-1.3	1
O=[N+]([O-])c1ccc(C2=Nc3cc(Cl)ccc3OC2)cc1	-1	0	i	1.7	-9	0.6	-19	-6	0.0	-2
COc1ccc(S(=O)(=O)N2CCOCC2)cc1NC(=O)CNC(=O)c1cccs1	3	-1	i	-0.3	2	-0.3	-1	-7	-0.2	3
O=C(CSc1nc2ccccc2s1)Nc1ncccn1	2	2	i	-0.3	-3	-0.1	0	-9	-0.1	-4
O=c1cc(O)c2sc3nc(C(F)(F)F)c4c(c3c2[nH]1)CCCCC4	2	2	i	0.8	0	-1.2	-2	5	0.2	1
CCOc1cc(N)c(Cl)cc1C(=O)NCC1CN(Cc2ccc(F)cc2)CCO1 (centres undefined)	-3	2	i	-0.4	-1	0.3	10	-9	-2.7	0
O=C(OC(C(=O)NC1CCCCC1)c1ccccc1)c1ccco1 (centres undefined)	-1	-1	i	0.0	0	-0.2	-3	2	-0.6	-2
Cc1c(C(=O)Nc2ccc3c(c2)OCO3)sc2ncn(CC(=O)N3CC(C)CC(C)C3)c(=O)c12 (centres undefined)	1	1	i	-0.1	1	0.0	0	-8	0.3	4
CCc1nc2ccc(C(=O)Nc3ccc(OC)c(OC)c3)cn2c1N(C)Cc1cccs1	-2	-1	i	-0.7	0	-0.3	-5	nt	2.8	5
CCC(C)NC(=O)CSc1ccc(S(=O)(=O)N(C)C2CCCCC2)cn1 (centres undefined)	-3	1	i	-0.2	1	-0.3	10	-5	0.5	2
COc1ccc(C(=O)Nc2cccc(-c3ccc(N4CCOCC4)nn3)c2)cc1OC	6	2	i	0.7	-4	-0.4	0	-4	1.2	3
COc1cc(CO)c(Br)cc1OCC(=O)Nc1ccccc1C	-2	-1	i	1.8	1	-0.8	3	-1	0.2	-6
CC(=O)N1N=C(c2cccc([N+](=O)[O-])c2)OC1(C)CC(=O)Nc1ccccc1 (centres undefined)	-3	-5	i	-0.4	-5	-0.3	-20	4	-0.8	2
N#CCCN(C(=O)COC(=O)c1ccc(S(=O)(=O)Nc2ccccc2)cc1)c1ccccc1	-4	-3	i	-0.3	-1	-0.4	3	-4	-1.4	-5
O=C1Nc2c(Br)cc(Br)cc2C1(O)N1CCOCC1 (centres undefined)	3	-2	i	-0.1	-18	0.5	-1	16	-0.5	2
Cc1ccc(S(=O)(=O)N2CCN(C(=O)COC(=O)CNC(=O)c3ccc(C(C)(C)C)cc3)CC2)c(C)c1	3	7	i	0.3	-8	-0.3	0	-10	1.5	-4
CC1Cc2nc(SCC(=O)NCC3CCCO3)n(Cc3ccccc3)c(=O)c2S1 (centres undefined)	-1	-2	i	1.9	3	-0.6	-3	-7	-0.9	-2
Cc1ccc(-c2c[n+](CC(=O)Nc3ccc(C)cc3C)c3n2CCC3)cc1	-4	-5	i	-0.5	1	0.0	4	4	-0.6	-7
Cc1cc(F)ccc1NS(=O)(=O)c1c(C(=O)N2CCOCC2)c(C)n(C)c1C	1	1	i	0.5	1	0.1	2	-2	-1.6	-1
CCNc1nc(NCC)n2c(SCC(=O)Nc3cc(OC)ccc3OC)nnc2n1	0	8	i	2.7	0	-0.5	0	8	-0.4	-4
COc1ccc(CCN2C(=O)C(Oc3ccccc3)C2c2ccc3c(c2)OCO3)cc1 (centres undefined)	-1	-2	i	-0.4	0	-0.6	13	-14	1.4	-5
N=c1oc2c3c4c(cc2cc1C(=O)Nc1ccccc1)CCCN4CCC3	-28	-70	i	nt	46	-0.6	-12	15	21	31*
COc1ccccc1N(C)S(=O)(=O)c1ccc(C(=O)Nc2ccncc2)cc1	-1	-3	i	-0.3	1	-0.2	3	-9	-0.5	0
CC1(C)Cc2c(c(-c3ccccc3Cl)[nH]c(=O)c2C#N)CO1	2	-4	i	2.3	0	-0.7	-7	-7	-0.8	-6
COc1ccc2oc(-c3ccccc3)c(C(N)=O)c2c1	-1	-4	i	2.2	-1	0.5	-8	-4	0.0	3
CCN1C(=O)/C(=C/C=C2/CCCN2C)OC1=S	0	-2	+	-0.2	3	-0.4	-20	-3	0.3	-1
CNC(=O)c1c(NC(=O)CCS(=O)(=O)c2ccccc2)sc(C)c1C	2	-3	i	-0.4	-3	-0.2	6	-3	-0.8	-5
CSCCC(NS(=O)(=O)c1ccccc1F)C(=O)NCC(C)(C)N1CCOCC1 (centres undefined)	3	-5	i	0.3	-2	-0.4	1	7	-0.8	-9
O=C(NCc1ccco1)c1ccc2c(c1)N(Cc1ccc(Cl)cc1)CCS2	2	5	i	-0.3	-4	-0.1	3	-12	3.5	6
Cc1cn([C@H]2C[C@H](O)[C@@H](/C=C/C(=O)NCCc3ccc4ccccc4c3)O2)c(=O)[nH]c1=O	-2	6	i	-0.6	-1	0.0	1	nt	-1.3	-6
COc1cc(/C=C2\NC(=S)N(C)C2=O)ccc1O	3	34	+	-1.3	-1	0.1	-46	-3	0.4	1
Cc1ccc(S(=O)(=O)N(C)C[C@@H]2OCCCC[C@H](C)Oc3ccc(NC(=O)Nc4ccc(F)cc4)cc3C(=O)N([C@H](C)CO)C[C@H]2C)cc1	0	1	i	-0.5	-19	0.4	4	nt	3.9	22
O=C(COC(=O)c1ccc2ncsc2c1)Nc1cccc(Cl)c1	0	3	i	0.2	-15	-0.4	2	2	0.3	-2
COc1ccc(CCNC(=O)C(=O)NCC2OCCN2S(=O)(=O)c2ccc(C)cc2)cc1 (centres undefined)	-2	0	i	-0.2	-2	-0.1	-1	-9	0.2	-5

Of the compounds above, these contain a thiophene ring, fused or not.
SMILES	STEP inh	CSN deneddyl inh	Rpn11 inh	MsrA inh	DNMT1 inh	Tb MetRS inh	SUMO1-SIM PPI	Scp1 inh	LMPTP block	NadD block
COc1ccc(S(=O)(=O)N2CCOCC2)cc1NC(=O)CNC(=O)c1cccs1	3	-1	i	-0.3	2	-0.3	-1	-7	-0.2	3
O=c1cc(O)c2sc3nc(C(F)(F)F)c4c(c3c2[nH]1)CCCCC4	2	2	i	0.8	0	-1.2	-2	5	0.2	1
Cc1c(C(=O)Nc2ccc3c(c2)OCO3)sc2ncn(CC(=O)N3CC(C)CC(C)C3)c(=O)c12 (centres undefined)	1	1	i	-0.1	1	0.0	0	-8	0.3	4
CCc1nc2ccc(C(=O)Nc3ccc(OC)c(OC)c3)cn2c1N(C)Cc1cccs1	-2	-1	i	-0.7	0	-0.3	-5	nt	2.8	5
CNC(=O)c1c(NC(=O)CCS(=O)(=O)c2ccccc2)sc(C)c1C	2	-3	i	-0.4	-3	-0.2	6	-3	-0.8	-5

Additional structures follow:
SMILES	STEP inh	CSN deneddyl inh	Rpn11 inh	MsrA inh	DNMT1 inh	Tb MetRS inh	SUMO1-SIM PPI	Scp1 inh	LMPTP block	NadD block
Cc1cccc(N2C(S)=C(C#N)C(=O)NC23CCCCC3)c1	2	-4	i	-0.4	9	-0.7	11	19	-0.9	2
CCOC(=O)c1ccc(NC(=O)c2cccc(S(=O)(=O)N3CCN(C(C)=O)CC3)c2)cc1	1	3	i	-0.7	-2	-0.2	9	-10	-1.0	2
Cc1cccc(CSc2nnc(-c3cnccn3)n2C)c1	3	26	i	1.4	1	-0.5	2	-9	-0.6	-7
CC(=O)OC1CC2(C)C(C(C)=O)CCC2C2CCC3=CC(=O)CCC3(C)C12 (centres undefined)	-2	-3	i	-0.9	-1	0.0	-3	-5	1.1	1
CC(C)(C)c1ccc(/C=N/NC(=O)CN2CCS(=O)(=O)CC2)cc1	-1	-1	i	1.6	3	0.0	-7	-7	-1.5	-7
CNC(=S)NNC(=O)CCn1nc(C)c(Br)c1C	-4	1	i	1.6	-2	-0.8	0	-4	-1.3	13
Cc1ccsc1/C=N/NC(=O)c1nnn(-c2nonc2N)c1CN(C)c1ccccc1	-2	-1	i	2.9	-7	0.0	-15	10	3.2	13
Cc1cc(C)cc(NC(=O)CN2CCC(C(=O)c3ccccc3)CC2)c1	-1	1	i	-0.2	5	-1.1	0	-5	0.3	-1
Cc1cc(C(=O)CN2C(=O)NC(C)(c3cc(F)ccc3F)C2=O)c(C)n1C1CC1 (centres undefined)	0	-2	i	0.9	-9	-0.3	3	-7	0.4	2
O=C(Cn1cc2c(n1)CCCCC2)Nc1ccc(F)cc1F	-1	-8	i	0.3	5	-0.8	5	nt	-0.9	-1
CSCCC(=O)N1CCCC(CNC(=O)c2ccccc2Cl)C1 (centres undefined)	2	-11	i	2.0	6	-1.1	3	7	2.1	0
CC(=C\c1ccco1)/C=C1/SC(=S)N(CC(=O)O)C1=O	6	14	i	0.5	18	0.4	-12	45	3.3	-5
Cn1nc(C(F)(F)F)c(-c2cccc(C(F)(F)F)c2)c1NC(=O)CSCC(=O)O	-1	3	i	0.7	2	-1.7	-1	-8	-0.2	-2
CC(=O)NCCNC(=O)c1ccc(CSc2ccc(Cl)cc2)cc1	1	-1	i	0.0	8	0.2	-5	-7	2.6	2
Cc1nn(Cc2c(Cl)cccc2Cl)c(C)c1NC(=O)c1cnn2c(C(F)F)cc(-c3ccccc3)nc12	2	8	i	0.1	38	0.4	1	-7	1.7	43*

Assay outcomes (PubChem)
